# NadD block: inhibitors of Staphylococcus aureus NadD; inhibition, % at 20 µM; hit rate 0.78% among 360,000; AID 602399; purified NadD enzyme, colorimetric absorbance read-out; in the data active = inhibition above about 26%; note: some compounds past the cut are filed as inactive
# Scp-1 inhibitor: blocks human Scp-1 phosphatase activity; Recombinant Scp1, phosphopeptide, malachite green phosphate absorbance; inhibition, % at 20 µM; hit rate 0.88% among 340,000;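 active = inhibition above about 50% at 20 µM, limit read from the data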;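 note: plate controls were DMSO wells with enzyme for no effect and wells lacking enzyme for full effect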
# Target sequence (Q9GZU7 76-261 limits assumed): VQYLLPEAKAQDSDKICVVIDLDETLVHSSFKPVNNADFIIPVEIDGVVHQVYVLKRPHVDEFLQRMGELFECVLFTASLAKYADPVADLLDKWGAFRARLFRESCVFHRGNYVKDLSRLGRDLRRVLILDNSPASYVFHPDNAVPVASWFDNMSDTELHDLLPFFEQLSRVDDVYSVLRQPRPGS
#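 Material – SCP-1 phosphatase catalytic domain, residues 76-261 · Buffer or medium – Acidic Tris acetate buffer with magnesium and detergent · Also added – Phospho 17-mer peptide substrate · Compound – single 20 µM dose, 1% DMSO · Times – 45 min room-temperature reaction, 5 min colour, 30 min stabiliser · Technique – Phosphate-binding colour reagent, absorbance read at 630 nm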
# CendR NRP1 mod: NRP-1/CendR interaction modulation. O14786. FAM-RPARPAR peptide binding to NRP-1, fluorescence polarization. inhibition, % at 25 µM. hit rate 0.85% among 360,000;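 active = inhibition or corrected inhibition above about 18%, plus a signal ratio from 0.5 to 1.5, limit read from the data, passing the limit was not always enough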; note: strong numbers were not always called active
# SKN-1 block: C. elegans SKN-1 inhibition; C. elegans VP596 Pgst-4::GFP/RFP ratio, acrylamide-induced, 24 h; inhibition, % at 21.8 µM; hit rate 0.49% among 360,000; AID 624304;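 active = interference check ratio from 0.5 to 1.5 plus GFP to RFP signal ratio inhibition reaching or exceeding a fixed threshold, cut at about 30% in these data, passing the limit was not always enough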; note: some compounds called inactive have numbers as strong as hits
# STEP inh: inhibitors of human striatal-enriched phosphatase STEP; hit rate 0.25% among 360,000; recombinant STEP, OMFP fluorogenic substrate, fluorescence; inhibition, % at 20 µM; P54829;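 active = inhibition at 20 µM, scaled per plate between control wells, above about 37%, limit read from the data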;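 note: 0% = DMSO with enzyme and substrate and 100% = substrate only without enzyme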
#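 medium = Bis-Tris buffer pH 6.0, 2.5 mM DTT, 0.005% Tween 20 | test system = STEP (striatal-enriched tyrosine phosphatase) enzyme, cell-free | measure = normalized % inhibition | compound dosing = 20 µM, 1% DMSO | also added = 25 µM OMFP | schedule = reaction 20 min, ambient temperature | measured by = fluorescence read at 480 nm ex / 540 nm em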
# Neddyl block: cullin neddylation inhibition; calls only at 25 µM; TR-FRET cullin neddylation, biochemical; hit rate 0.58% among 360,000; in the data active = inhibition above about 36%
# Target sequence (P61081 whole entry, looked up): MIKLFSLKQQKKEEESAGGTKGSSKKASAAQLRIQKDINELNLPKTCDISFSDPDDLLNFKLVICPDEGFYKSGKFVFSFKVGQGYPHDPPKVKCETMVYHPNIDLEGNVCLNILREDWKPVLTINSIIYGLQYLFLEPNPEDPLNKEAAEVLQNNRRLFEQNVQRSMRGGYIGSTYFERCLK
# Target sequence (Q13564 whole entry, looked up): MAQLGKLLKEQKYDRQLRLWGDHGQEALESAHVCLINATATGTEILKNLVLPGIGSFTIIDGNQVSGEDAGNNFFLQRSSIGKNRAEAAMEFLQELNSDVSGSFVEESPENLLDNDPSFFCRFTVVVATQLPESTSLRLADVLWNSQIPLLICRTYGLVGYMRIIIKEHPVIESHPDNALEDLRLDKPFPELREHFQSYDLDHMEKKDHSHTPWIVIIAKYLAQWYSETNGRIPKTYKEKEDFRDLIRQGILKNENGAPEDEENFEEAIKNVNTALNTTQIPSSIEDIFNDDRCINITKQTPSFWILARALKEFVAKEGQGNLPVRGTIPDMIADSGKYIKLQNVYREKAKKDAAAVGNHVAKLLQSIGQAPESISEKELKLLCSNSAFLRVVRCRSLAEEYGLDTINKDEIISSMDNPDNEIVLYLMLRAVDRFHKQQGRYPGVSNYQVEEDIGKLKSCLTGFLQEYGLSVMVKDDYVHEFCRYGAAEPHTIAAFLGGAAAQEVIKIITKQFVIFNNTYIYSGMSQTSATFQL
# Tb MetRS inh: Trypanosoma brucei MetRS inhibition; AID 624268; purified T. brucei MetRS, ATP depletion, Kinase-Glo luminescence; inhibition, % at 11.9 µM; hit rate 0.4% among 360,000;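 active = inhibition above a per-plate cutoff of the control wells' mean inhibition plus 3 SD, cut at about 5.5% in these data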;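 note: 0% = DMSO wells median and 100% = median of wells with control inhibitor compound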
#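 Material – parasite MetRS enzyme · Medium – HEPES-MgCl2-KCl buffer plus DTT, spermine, BSA, pyrophosphatase · Reagent – ATP, methionine and E. coli bulk tRNA substrates · Times – 15 min enzyme-compound preincubation, 2 h reaction, 10 min detection, 25 °C · Measured by – luminescence of leftover ATP · Evaluation – percent inhibition relative to median high and low control wells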
# SUMO1 PPI mod: modulators of human SUMO1-mediated protein-protein interactions; P63165; SUMO1 binding to a labelled peptide, TR-FRET, 1 h; inhibition, % at 20 µM; hit rate 0.33% among 360,000; in the data active = inhibition above about 37%
# DNMT1 block: blocks human DNA methyltransferase DNMT1. inhibition (reported as % activation of signal), % at 10 µM. hit rate 0.83% among 360,000. AID 588458. P26358. DNMT1 molecular beacon, Hinp1I cleavage, fluorescence; in the data active = inhibition above about 50%
# LMPTP block: blocks human LMPTP phosphatase; AID 651560; hit rate 0.22% among 360,000; inhibition, % at 20 µM; recombinant LMPTP-A, OMFP fluorogenic substrate, fluorescence intensity;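 active = compounds that cut the enzyme signal by at least half of the control window in the single-dose screen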;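 note: plate controls were DMSO wells with enzyme plus substrate for no effect and substrate without enzyme for full effect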
# Target sequence (P24666 whole entry, looked up): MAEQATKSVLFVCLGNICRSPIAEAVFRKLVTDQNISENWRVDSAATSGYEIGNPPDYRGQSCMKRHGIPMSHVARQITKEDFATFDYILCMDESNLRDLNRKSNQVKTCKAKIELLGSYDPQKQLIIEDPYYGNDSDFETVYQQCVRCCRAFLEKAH
#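 Test system: LMPTP-A phosphatase enzyme; input: 0.625 nM LMPTP-A final; reagent: OMFP substrate, 400 µM final; compound dosing: 20 µM single dose, 3% DMSO; incubation: 50 min dark incubation at room temperature; measured by: endpoint fluorescence intensity from OMFP dephosphorylation; measure: % inhibition relative to no-enzyme and uninhibited control wells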
# * marks the source's active call; other numbers are inactive results; i = inactive; · = no result given; & = joins results of further samples.
SMILES,NadD block,Scp-1 inhibitor,CendR NRP1 mod,SKN-1 block,STEP inh,Neddyl block,Tb MetRS inh,SUMO1 PPI mod,DNMT1 block,LMPTP block
C=C(C(=O)c1ccccc1)C(c1ccccc1)C(C)C(=O)c1ccccc1 (stereo unspecified),0,-21,8,3,0,i,-0.4,10,-6,1.5
CN(Cc1ccccc1)C(=O)COC(=O)c1ccc(S(=O)(=O)N(C)C)cc1,6,-7,8,9,2,i,0.3,-3,2,-0.9
CCCCC1(c2ccc(F)cc2)NC(=O)N(CC(=O)Nc2ccc(N3CCOCC3)cc2)C1=O (stereo unspecified),2,6,4,21,2,i,-0.2,0,-5,0.0
O=C(c1ccc2nc3ccccc3c(=O)n2c1)N1CCN(Cc2ccc3c(c2)OCO3)CC1,-1,3,1,28,13,·,-0.3,-5,-7,0.6
CC1=Nc2cc(Cl)ccc2Oc2ccccc21,0,-5,6,11,-2,i,0.4,3,1,0.8
CN(Cc1ccccc1)C(=O)COC(=O)c1ccccc1NS(=O)(=O)c1cccc(N)c1,2,2,-3,8,0,i,-1.6,-3,-3,1.4
Cc1ccc(NCCCn2cnc(C(=O)Nc3ccc(C)c(C)c3)n2)cc1C,-1,-11,2,6,0,i,-1.8,0,-3,1.8
Cc1cc(C(=O)OCC(=O)Nc2ccc(F)cc2[N+](=O)[O-])c2ccccc2n1,1,-13,4,-6,-1,i,-0.8,-8,-12,-0.5
COc1ccc(C(=O)Nc2ncc(C)s2)cc1S(=O)(=O)N1CCOCC1,-3,-5,5,-2,1,i,-0.2,1,-1,-1.4
COc1ccc2c3c([nH]c2c1)C1(NCC3)C(=O)Nc2ccccc21 (stereo unspecified),-3,-5,4,14,0,i,0.9,2,1,0.9
COc1ccc(S(=O)(=O)N2CCCOC2CNC(=O)C(=O)NCCc2ccco2)cc1OC (stereo unspecified),4,-6,8,6,7,i,-0.4,3,1,-0.9
COc1cc(/C=N/O)cc(Br)c1OCC(=O)NCc1ccccc1,-4,-9,-1,1,1,i,-0.1,0,-1,0.9
COc1cccc(CNc2ncc(Br)cc2Br)c1O,-5,1,12,-6,-2,i,0.2,-1,-9,1.3
Cc1ccc(C(=O)N2CCN(Cc3ccc4c(c3)OCO4)CC2)cc1S(=O)(=O)N1CCOCC1,1,6,6,-15,0,i,-0.2,-2,1,-0.8
CCCCn1c(NC(=O)c2ccc(Br)o2)c(S(=O)(=O)c2ccccc2)c2nc3ccccc3nc21,6,-13,-25,10,-2,i,6.0*,47*,33,1.7

# Limited to Neddyl block, for 3 of the compounds above:
Compound,Neddyl block
CCCCC1(c2ccc(F)cc2)NC(=O)N(CC(=O)Nc2ccc(N3CCOCC3)cc2)C1=O (stereo unspecified),i
CN(Cc1ccccc1)C(=O)COC(=O)c1ccccc1NS(=O)(=O)c1cccc(N)c1,i
Cc1ccc(NCCCn2cnc(C(=O)Nc3ccc(C)c(C)c3)n2)cc1C,i

# Next part
SMILES,NadD block,Scp-1 inhibitor,CendR NRP1 mod,SKN-1 block,STEP inh,Neddyl block,Tb MetRS inh,SUMO1 PPI mod,DNMT1 block,LMPTP block
CCOC(=O)CCC(=O)Nc1ccc(S(=O)(=O)Nc2cc(OC)nc(OC)n2)cc1,8,-2,-15,6,-1,i,-0.8,3,0,-0.6
Cc1cccc(NC(=O)c2cccc(NC(=O)Cc3cccs3)c2)c1,-4,-9,-8,2,0,i,0.2,-2,-16,1.1
Cc1cccc(NC2=NC(C)(C)N=C(N)N2)c1,-1,1,6,4,-3,i,0.0,-1,1,-1.2
COc1cccc(C(C)=NNc2ccc([N+](=O)[O-])cc2[N+](=O)[O-])c1OC,2,·,0,-5,6,i,-0.2,-32,3,4.2
CCOc1ccc(C(O)(c2ccccc2)C(CN2CCCC2)c2ccccc2)cc1 (stereo unspecified),-4,-9,-1,24,-2,i,-0.9,2,2,-2.4
Cc1nn(Cc2ccccc2)c(C)c1CNC(=O)c1ccc(F)c(S(=O)(=O)N2CCOCC2)c1,5,0,-11,-14,-2,i,-0.2,1,-5,-0.3
COc1cc(C(=O)COC(=O)C2CCCCC2)cc(OC)c1OC,0,-18,-11,19,-1,i,-0.2,1,3,0.7
O=[N+]([O-])c1ccc(S(=O)(=O)NCCS(=O)(=O)N2CCN(c3ccccc3)CC2)cc1,-5,3,15,-6,-1,i,-0.2,-26,-2,0.0
O=C(N/N=C/c1c[nH]c2ccccc12)c1cc(Br)ccc1O,5,-13,-2,-4,-3,i,1.1,11,-4,2.3
COc1ccc([C@H]2C[C@@H](n3cc(COC(=O)c4ccccc4)nn3)[C@H](O)CN2Cc2cccs2)cc1,4,·,-43,1,0,i,-1.6,-1,-4,3.3
CN(C[C@H](Cc1ccccc1)N(C[C@H](CC1CCCCC1)N(CCc1ccccc1)N=O)N=O)N=O,0,8,-7,18,4,i,-0.2,5,9,2.4
CSCCC(NC(=O)c1ccccc1C)C(=O)O (stereo unspecified),-4,-8,-2,3,0,i,-1.0,-1,1,1.1
COc1ccccc1/C=C1\SC(=O)N(CCC(=O)NNC(=O)c2ccccc2Cl)C1=O,4,6,2,1,-3,i,-0.5,1,10,-1.1
Cc1cc(=O)oc2cc(OCC(=O)OCC(=O)N3CCC(C)CC3)ccc12,8,4,-10,1,0,·,-1.1,3,2,-0.2
CC(C)(C)OC(=O)N1Cc2ccccc2C[C@H]1C(=O)NCC(=O)Nc1ccc2c(c1)OCCO2,-2,-8,2,-4,-4,i,0.2,1,-1,-0.4

# 2 records drawn at random from those above:
SMILES,NadD block,Scp-1 inhibitor,CendR NRP1 mod,SKN-1 block,STEP inh,Neddyl block,Tb MetRS inh,SUMO1 PPI mod,DNMT1 block,LMPTP block
CN(C[C@H](Cc1ccccc1)N(C[C@H](CC1CCCCC1)N(CCc1ccccc1)N=O)N=O)N=O,0,8,-7,18,4,i,-0.2,5,9,2.4
COc1cccc(C(C)=NNc2ccc([N+](=O)[O-])cc2[N+](=O)[O-])c1OC,2,·,0,-5,6,i,-0.2,-32,3,4.2

# Continued.
SMILES,NadD block,Scp-1 inhibitor,CendR NRP1 mod,SKN-1 block,STEP inh,Neddyl block,Tb MetRS inh,SUMO1 PPI mod,DNMT1 block,LMPTP block
CCCCNc1c(-c2ccc(OC)c(SC3CCCCC3)c2)nc2cnccn12,5,15,-47,6,2,i,-0.2,1,-32,8.5
Cc1nn(C)c(C)c1C(C)NC(=O)c1cc(COc2cncc(Cl)c2)on1 (stereo unspecified),1,-7,12,5,-2,i,0.9,1,1,0.3
O=C(c1ccccc1NS(=O)(=O)c1ccccc1[N+](=O)[O-])N1CCCC1,2,-2,10,6,1,i,-0.5,-5,0,0.4
CC1=C(C(=O)N2CCCCCC2)CC(CC(=O)NCCCCc2ccccc2)C(=O)N1CCC1=CCCCC1 (stereo unspecified),6,·,-7,-5,·,i,-0.1,7,·,3.5
O=C(CSCc1c(Cl)cccc1Cl)NCC1CCCO1 (stereo unspecified),-2,-4,-2,-4,0,i,0.2,-1,2,0.4
CC1(C)C2CCC(C2)C1(C)NC(=O)CNCc1cccs1 (stereo unspecified),-1,-1,-9,7,3,i,-0.8,-1,4,0.1
Cc1ccc(Cl)c(Nc2ccccc2C(=O)O)c1Cl,0&0,-14&-6,-10&-10,6&-1,2&-1,i,-0.4&0.3,16&21,5&0,0.0&-0.3
CCN1CCN(Cc2ccc(NC(=O)c3cc(NC(=O)c4cnnc5ccccc45)cc(OC)c3)cc2C(F)(F)F)CC1,13&3,4,-2&-5,11&1,1&-2,i,-1.3&-0.3,-34&-27,-20&-16,-2.4&-0.9
O=C(CCCN1C(=O)/C(=C/c2cccs2)SC1=S)Nc1ccccc1O,-2,-10,2,12,2,i,0.0,-1,-1,0.3
COc1cc(/C=C(\C#N)c2ccccn2)ccc1OCc1ccc(Cl)cc1,6,2,-10,12,3,·,-0.5,-7,-9,4.1
CCOCCCNC(=O)Cn1cc2c(n1)CCCC2,5,75*,-10,-1,-1,i,0.5,-3,-2,0.1
CCN(CC)c1ccc(NC(=O)C2=CC=CN3CCS(=O)(=O)N=C23)cc1,-5,-8,-9,2,6,i,-0.2,-30,-5,0.7
CCN(CC)c1nc(N)nc(NS(=O)(=O)c2ccc(Cl)cc2)n1,8,-2,2,-8,-9,i,-0.2,-1,-2,-0.7
O=C(CN1CCN(c2ccc(F)cc2)CC1)N1CCOCC1,-9,1,2,-12,1,i,-0.6,-2,1,-1.4
S=c1[nH]nc(C2(c3ccccc3)CCCC2)o1,-7,-4,3,-6,2,i,-0.9,0,0,-1.8
Cc1ccc(NC(=O)c2cc(-c3cc(F)ccc3OCC3CCCO3)n[nH]2)cc1NS(C)(=O)=O (stereo unspecified),-6,·,28*,15,4,i,0.1,8,2,1.4
COc1cc(NC(=O)C/C(C)=N/NC(=O)C(OC)c2ccccc2)c(OC)cc1Cl (stereo unspecified),0,-5,8,-13,-2,i,-0.3,0,-1,0.0
CSc1ccc(Cl)c(C(=O)OCC(=O)NCc2ccco2)c1,6,48,-20,1,-2,i,-1.1,3,14,0.2
COc1cc(OC)c(C2=NOC(C(=O)N3CCCc4ccccc43)C2)cc1Cl (stereo unspecified),-5,-13,7,10,-2,i,-1.1,-3,-3,0.7
CC1=C(C(=O)OC2CCCCCC2)C(c2ccc(C)o2)C2=C(CCCC2=O)N1 (stereo unspecified),-6,2,-2,4,3,·,-0.7,-5,3,2.4
CCCOc1ccccc1/C=N/Nc1ccnc(=O)[nH]1,-10,-6,3,2,0,i,-1.2,-8,0,0.0
Nn1cc(-c2ccccc2)nc1SCC(=O)N1CCN(S(=O)(=O)c2ccc(Cl)cc2)CC1,3,4,1,8,-3,i,0.2,8,-8,-1.0
O=C(CCN1CCCCC1)N=Nc1c(O)[nH]c2ccccc12,-5,-5,8,6,1,i,-0.5,-18,3,5.1
O=c1c(-c2cc3ccccc3o2)[n+]([O-])c2ccccc2n1OCc1ccccn1,12,-5,-48,8,13,i,-0.7,-33,-3,1.5
CCC(=O)Nc1ccc(S(=O)(=O)NCCc2ccccc2)cc1,0,-7,-2,4,0,i,-0.5,-5,-74,-0.6
CC1CCCCN1S(=O)(=O)c1ccc(C(=O)Nc2nnc(-c3cccs3)o2)cc1 (stereo unspecified),15,-12,-11,-11,6,i,-1.0,13,-1,-1.2
CCC(C)(C)c1ccc(Oc2ccc(NC(=O)COC(=O)C3=COCCO3)cc2)cc1,-6,-15,0,14,2,i,0.0,-1,-12,2.7
O=C(NC1CCS(=O)(=O)C1)c1cccc(Cl)c1 (stereo unspecified),1,-3,10,5,1,i,-0.4,1,-3,1.1
O=C(Nc1ccc(Cl)cc1Cl)C1CCC(=O)N1Cc1ccccc1Cl (stereo unspecified),-4,-2,6,11,-4,i,-1.2,1,-1,-1.7
Clc1ccc(CSc2nnc3ccccn23)c(Cl)c1,0,-1,5,5,-5,i,-0.1,2,1,-0.4

# Bioassay records as filed in PubChem.
